Keap1-Nrf2 PPI – inhibitors of human Keap1-Nrf2 protein-protein interaction | Q14145 | Keap1 Kelch-Nrf2 peptide fluorescence polarization, 1536-well | inhibition, % at 9.4 µM | actives 0.15% (n = 340,000) | AID 504523; in the data active = inhibition above about 12%;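 also: human Keap1 Kelch domain with fluorescein labeled Nrf2 9mer peptide probe; 0% = neutral control wells and 100% = peptide positive control; higher means more block of Keap1 binding to Nrf2 peptide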
Arrestin-AP2 inh – human beta-arrestin and AP2 interaction inhibition; FITC-arrestin peptide / GST-AP2 beads, flow cytometry; AP2 beta2 appendage carries R879A mutation; AID 504490; inhibition, % at 10 µM; actives 0.31% (n = 340,000);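 active = inhibition above a set limit, near 3 SD of compounds lacking own fluorescence, cut at about 54% in these data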;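 also: plate controls were DMSO wells for no effect and 5 µM unlabelled arrestin peptide for full effect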
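System: GST-AP2 R879A glutathione beads | Also added: FITC-arrestin peptide, 50 nM | Times: 12 min plus 1 h, RT | Signal: Bead flow cytometry, FITC channel | Buffer or medium: PBS with 0.05% Tween 20 and 0.1% BSA | Read-out basis: Percent drop in bead-associated FITC signal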
Cardiac RTF inh – cardiac RTF calcium desensitization. P19429+P45379. actives 0.12% (n = 340,000). inhibition, % at 7.15 µM. IANBD-labeled cardiac RTF, Ca2+ fluorescence. AID 493244;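 active = inhibition above the mean inhibition of all tested compounds plus 3 SD, cut at about 17% in these data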;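 also: assay run at fixed EC70 calcium of 1.6 mM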
MOR-DOR inv ag – mu-delta opioid heterodimer inverse agonism. cell-based MOR-DOR heterodimer luminescence. actives 0.21% (n = 340,000). P35372+P41143. inhibition, % at 9.3 µM. AID 504357; in the data active = inhibition above about 22%, passing the limit was not always enough;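 also: 0% = cells with DMSO and 100% = wells without cells with DMSO; values of inactives mirror those of a sister screen read the other way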
Target sequence (P35372 whole entry, looked up): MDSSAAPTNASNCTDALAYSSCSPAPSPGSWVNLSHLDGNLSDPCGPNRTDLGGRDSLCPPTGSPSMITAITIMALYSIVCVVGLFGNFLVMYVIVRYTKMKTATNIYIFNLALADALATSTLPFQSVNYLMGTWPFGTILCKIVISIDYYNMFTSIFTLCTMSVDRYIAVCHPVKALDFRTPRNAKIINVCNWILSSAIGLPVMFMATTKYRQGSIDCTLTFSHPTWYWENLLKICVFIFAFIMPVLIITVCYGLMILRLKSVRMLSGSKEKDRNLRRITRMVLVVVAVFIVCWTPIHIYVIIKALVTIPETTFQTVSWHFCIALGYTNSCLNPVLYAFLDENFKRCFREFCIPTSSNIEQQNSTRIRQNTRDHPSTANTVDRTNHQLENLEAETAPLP
Target sequence (P41143 whole entry, looked up): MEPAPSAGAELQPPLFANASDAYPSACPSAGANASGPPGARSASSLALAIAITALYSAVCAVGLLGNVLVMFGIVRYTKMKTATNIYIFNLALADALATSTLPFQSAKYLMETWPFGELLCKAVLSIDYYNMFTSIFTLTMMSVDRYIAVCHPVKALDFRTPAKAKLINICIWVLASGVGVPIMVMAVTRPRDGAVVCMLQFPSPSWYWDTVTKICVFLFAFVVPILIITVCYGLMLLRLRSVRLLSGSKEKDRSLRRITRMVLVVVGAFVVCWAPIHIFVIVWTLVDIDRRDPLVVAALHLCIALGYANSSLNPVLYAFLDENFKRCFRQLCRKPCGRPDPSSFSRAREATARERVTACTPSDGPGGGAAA
Wnt bcat act – activators of Wnt/beta-catenin signaling; Wnt/beta-catenin reporter cell assay, activator, plate reader; activation, % at 9.35 µM; actives 1.2% (n = 300,000); AID 743398; in the data active = activation above about 30%, passing the limit was not always enough;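 also: 0% = neutral control wells and 100% = positive control wells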
OPRM1-OPRD1 ag – OPRM1-OPRD1 heterodimerization agonism | P35372+P41143 | cells, luminescence | activation, % at 9.3 µM | actives 0.3% (n = 340,000) | AID 504326; in the data active = activation above about 18%;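 also: 0% = vehicle-treated cells and 100% = reference agonist; values of inactives mirror those of a sister screen read the other way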
RTF Ca sens act – cardiac RTF calcium sensitization | IANBD-labeled TnC RTF fluorescence at EC20 calcium; 0% EC20 calcium, 100% full calcium | P19429+P45379 | actives 0.24% (n = 340,000) | activation, % at 7.2 µM;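 active = activation above the mean over all tested compounds plus 3 SD, cut at about 30% in these data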;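 also: rise in fluorescence read as greater calcium sensitivity of cardiac thin filaments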
LANA DNA inh – blocks KSHV LANA C-terminal domain binding to DNA. AID 504423. inhibition, % at 9 µM. MBP-C-LANA/FAM-LBS DNA binding, fluorescence polarization. actives 0.078% (n = 340,000);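 active = highest replicate inhibition at or above 60% at 9 µM, even if other replicates fall short; inactive = all replicates below 60% inhibition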;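 also: 0% = neutral control wells and 100% = 4 µM acridine orange control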
DSG3 Ab inh – inhibitors of pemphigus antibody binding to human desmoglein-3; P32926; DSG3-coupled beads, scFv-anti-DSG3-GFP binding, flow cytometry; hits give low values; binding (percent of control), % at 10 µM; actives 0.48% (n = 310,000);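 active = binding more than 3 SD below its plate's average and above zero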;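 also: hits lower antibody fragment binding to DSG3; some compounds called inactive have numbers as strong as hits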
V-ATPase pH – alters yeast V-ATPase proton transport; actives 0.37% (n = 350,000); response, % at 10 µM; S. cerevisiae, pHLuorin cytosolic pH fluorescence; in the data active = response mostly above about 7.3%, no sharp cut-off; inactive = mostly below about 5.4%; also: actives read high; inactives centre near 0; some compounds called inactive have numbers as strong as hits; reference of the scale not given here
Numbers without * were called inactive; . = not tested or not shown; & = joins results of further samples. Compounds were not picked by outcome, and some 3.1% of all compounds hit somewhere here.

(1) CC(C)c1ccc(NC2CCCN(C(=O)c3ccc(Cn4cnnn4)cc3)C2)cc1 (centres undefined)
(2) COc1cc(OC)cc(-c2cc3nc(C)c(CCC(=O)Nc4nc(C)cs4)c(C)n3n2)c1
(3) O=C(OCC(=O)N1CCc2ccccc21)c1ccc[nH]c1=O
(4) O=S(=O)(c1cccs1)N1CCN(CCOc2ccccc2)CC1
(5) Cc1cc(C)c2c(=O)[nH]c(SCC(=O)N(C)C)nc2n1
(6) COC(=O)c1c(NC(=O)COc2ccc(Cl)cc2Cl)sc2c1CC(C)(C)NC2(C)C
(7) O=C(CSc1nnc2ccccn12)Nc1ccc2c(c1)OCCO2
(8) CCCCN(CC)C(=O)CN1C(=O)c2ccccc2C1=O
(9) CC(C)Oc1ccc(S(=O)(=O)N2CCOCC2)cc1NC(=O)C1CSC2(C)CCC(=O)N12 (centres undefined)
(10) COc1cc(C2NC(=O)NC(C)=C2C(=O)OCC2CCCCC2)ccc1O (centres undefined)
entry no.	1	2	3	4	5	6	7	8	9	10
Keap1-Nrf2 PPI	-4	-5	-4	-5	1	5	5	-3	-7	3
Arrestin-AP2 inh	21	-6	9	42	-1	38	-5	-1	-1	-13
Cardiac RTF inh	-2	-8	1	-15	0	-6	1	-3	-3	0
MOR-DOR inv ag	12	-15	5	-19	11	-14	6	8	16	6
Wnt bcat act	-1	-5	5	-1	0	-2	12	-2	-4	-3
OPRM1-OPRD1 ag	-2.2	2.5	-1.1	3.0	-1.9	2.8	-1.1	-2.0	-3.0	-1.2
RTF Ca sens act	0	7	-7	4	-3	-5	0	-1	5	0
LANA DNA inh	-0.4	-0.5	1.3	-1.0	1.2	0.5	2.9	-1.0	0.2	-1.4
DSG3 Ab inh	99	96	.	94	98	98	96	101	.	102
V-ATPase pH	6	1	2	7	-4	5	-2	4	-3	2

(11) COc1ccc(CCNC(=O)CN2CCN(c3cccc(C(F)(F)F)c3)CC2)cc1
(12) CC1(C)Cc2cccc(OCC(=O)N3CCN(c4ccc([N+](=O)[O-])cc4)CC3)c2O1
(13) Cc1cc(NC(=O)CCC(=O)N(c2cccc(F)c2)C(C(=O)NC2CCCC2)c2ccncc2)no1 (centres undefined)
(14) Cn1c(=O)c2c(ncn2CCOc2cccc(Br)c2)n(C)c1=O
(15) CC(C)c1ccc(C(O)Cc2nc3ccccc3n2C)cc1 (centres undefined)
(16) CCOC(=O)c1cnn(CCOC(=O)c2ccccc2)c1NC(=O)c1ccccc1
(17) COc1cc(OC)cc(C(=O)NCC(=O)N2CCCCCCC2)c1
(18) CCn1c(SCC(N)=O)nnc1-c1ccc2c(c1)OCO2
(19) Cc1ccc(NC(=S)N/C(=N/S(=O)(=O)c2ccccc2)c2ccccc2)cc1
(20) CCN1CCN(Cc2nc3c(c(=O)n(C)c(=O)n3C)n2CC(=O)c2ccccc2)CC1
entry no.	11	12	13	14	15	16	17	18	19	20
Keap1-Nrf2 PPI	-3	-4	-8	0	-2	2	2	-4	-1&-3	2
Arrestin-AP2 inh	-6	9	1	27	1	-1	-9	13	-13&-4	-10
Cardiac RTF inh	5	-1	-3	-2	-1	-7	-1	-7	6&4	0
MOR-DOR inv ag	-11	12	13	7	13	11	-4	5	6&9	7
Wnt bcat act	.	-3	.	1	7	2	-1	-1	-3	0
OPRM1-OPRD1 ag	2.3	-2.2	-2.3	-1.6	-2.5	-2.1	0.9	-1.0	-1.1&-1.5	-1.3
RTF Ca sens act	-4	-7	2	-3	9	-5	-3	6	4&4	-4
LANA DNA inh	0.8	-0.8	0.1	-0.3	-0.5	-0.1	-1.2	1.4	1.3&42	-0.7
DSG3 Ab inh	.	122	105	83	105	75	106	100	117&112	99
V-ATPase pH	1	-2	1	-1	3	-1	-2	-1	-4&5	-3

A second format for 9 compounds above:
item | structure | Keap1-Nrf2 PPI | Arrestin-AP2 inh | Cardiac RTF inh | MOR-DOR inv ag | Wnt bcat act | OPRM1-OPRD1 ag | RTF Ca sens act | LANA DNA inh | DSG3 Ab inh | V-ATPase pH
11 | COc1ccc(CCNC(=O)CN2CCN(c3cccc(C(F)(F)F)c3)CC2)cc1 | -3 | -6 | 5 | -11 | . | 2.3 | -4 | 0.8 | . | 1
12 | CC1(C)Cc2cccc(OCC(=O)N3CCN(c4ccc([N+](=O)[O-])cc4)CC3)c2O1 | -4 | 9 | -1 | 12 | -3 | -2.2 | -7 | -0.8 | 122 | -2
13 | Cc1cc(NC(=O)CCC(=O)N(c2cccc(F)c2)C(C(=O)NC2CCCC2)c2ccncc2)no1 (centres undefined) | -8 | 1 | -3 | 13 | . | -2.3 | 2 | 0.1 | 105 | 1
14 | Cn1c(=O)c2c(ncn2CCOc2cccc(Br)c2)n(C)c1=O | 0 | 27 | -2 | 7 | 1 | -1.6 | -3 | -0.3 | 83 | -1
15 | CC(C)c1ccc(C(O)Cc2nc3ccccc3n2C)cc1 (centres undefined) | -2 | 1 | -1 | 13 | 7 | -2.5 | 9 | -0.5 | 105 | 3
16 | CCOC(=O)c1cnn(CCOC(=O)c2ccccc2)c1NC(=O)c1ccccc1 | 2 | -1 | -7 | 11 | 2 | -2.1 | -5 | -0.1 | 75 | -1
17 | COc1cc(OC)cc(C(=O)NCC(=O)N2CCCCCCC2)c1 | 2 | -9 | -1 | -4 | -1 | 0.9 | -3 | -1.2 | 106 | -2
18 | CCn1c(SCC(N)=O)nnc1-c1ccc2c(c1)OCO2 | -4 | 13 | -7 | 5 | -1 | -1.0 | 6 | 1.4 | 100 | -1
19 | Cc1ccc(NC(=S)N/C(=N/S(=O)(=O)c2ccccc2)c2ccccc2)cc1 | -1&-3 | -13&-4 | 6&4 | 6&9 | -3 | -1.1&-1.5 | 4&4 | 1.3&42 | 117&112 | -4&5

The results go on:
(21) CCN1C/C(=C/c2cccs2)c2nc3ccccc3c(C(=O)O)c2C1
(22) O=C1C2C3C=CC(C2C(=O)N1C1CCCCC1)C1C2C(=O)N(C4CCCCC4)C(=O)C2C31 (centres undefined)
(23) CC(C)NC(=O)C1CCN(C2CCN(C(=O)c3cc4c(s3)CCCCC4)CC2)CC1
(24) COCCOC(=O)c1c(C)oc2ccc(O)c(CN3CCC(C)CC3)c12
(25) COC(=O)c1ccc(/C=N/NC(=O)c2ccc3nc[nH]c3c2)cc1
(26) Cc1ccc(OCC(=O)NS(=O)(=O)c2ccc(Cl)cc2)cc1
(27) CC1=C(C(=O)Nc2ccccc2)C(c2ccccc2[N+](=O)[O-])NC(=O)N1 (centres undefined)
(28) Cc1ccccc1CS(=O)(=O)c1ccc(C(=O)N2CCOCC2)cc1[N+](=O)[O-]
(29) COc1ccccc1S(=O)(=O)CC(O)COc1ccc(C#N)cc1 (centres undefined)
(30) COc1ccc(CCNC(=O)c2nnn(-c3cccc(C)c3)c2N)cc1OC
entry no.	21	22	23	24	25	26	27	28	29	30
Keap1-Nrf2 PPI	0	4	-4	4	2	-6	2	-6	3	-5
Arrestin-AP2 inh	44	1	-6	3	0	8	25	-7	45	46
Cardiac RTF inh	-24	-3	-12	-3	-7	-5	-3	-1	-7	-4
MOR-DOR inv ag	8	5	11	-1	10	10	-1	-25	2	7
Wnt bcat act	0	-1	-1	19	2	-6	11	1	0	-9
OPRM1-OPRD1 ag	-1.6	-0.9	-2.2	0.1	-1.9	-1.5	0.2	4.7	-0.4	-1.3
RTF Ca sens act	3	2	-3	-2	-1	-6	1	0	-2	-3
LANA DNA inh	7.9	-0.9	-0.7	-0.8	-0.8	1.2	1.7	-1.2	1.6	2.0
DSG3 Ab inh	89	106	104	100	95	101	105	.	96	102
V-ATPase pH	0	-6	0	-2	-2	0	4	-1	5	0

(31) Cc1c(NC(=O)Nc2ccccc2C(F)(F)F)c(=O)n(-c2ccccc2)n1C
(32) O=C(N/N=C/c1coc2ccccc2c1=O)c1ccc(Cl)cc1
(33) N#C/C(=C\c1ccc(-c2ccccc2)o1)C(=O)Nn1cnnc1
(34) O=C(CSc1ccc(-c2ccccc2)nn1)N1CCN(c2ccccc2)CC1
(35) CC(=O)c1cccc(NC(=O)C2CC(c3ccc(F)cc3)=NO2)c1 (centres undefined)
(36) CC(C)(C)OC(=O)NCCc1nnc(S(=O)(=O)Cc2ccc(Cl)cc2Cl)o1
(37) CCN1C(=O)c2cccc3c(S(=O)(=O)Nc4ccc(O)c(C(=O)O)c4)ccc1c23
(38) CCOC(=O)c1c(C)[nH]c(C(=O)CSc2ccccc2)c1C
(39) Cn1c(=O)c2c(nc(CN3CCC(Cc4ccccc4)CC3)n2CCN2CCOCC2)n(C)c1=O
(40) CCOC(=O)N1CCC(Nc2c(NCCN3CCN(c4ccccc4F)CC3)c(=O)c2=O)CC1
entry no.	31	32	33	34	35	36	37	38	39	40
Keap1-Nrf2 PPI	-4	4	-4	-1	0	-1	8	0	-4	-1&5
Arrestin-AP2 inh	3	-1	13	4	15	1	0	-3	2	3&3
Cardiac RTF inh	1	-10	11	-6	-13	-7	0	-8	-10	2&-4
MOR-DOR inv ag	17	7	3	8	7	11	16	-18	.	12&6
Wnt bcat act	0	0	-1	-2	.	.	-1	.	.	-3&0
OPRM1-OPRD1 ag	-3.8	-1.4	-0.5	-1.4	-1.2	-2.3	-3.8	3.1	.	-2.4&-1.0
RTF Ca sens act	-4	-3	-2	-4	3	3	-2	6	0	1&-2
LANA DNA inh	0.7	0.4	-1.9	-0.9	0.0	1.0	-1.3	-0.7	-0.4	-1.1&0.2
DSG3 Ab inh	100	114	104	93	.	113	110	103	131	117&103
V-ATPase pH	0	3	5	4	1	1	-4	14*	3	2&-4

(41) CN(C(=O)Cn1nc(C(=O)O)c2ccccc2c1=O)C1CCCCC1
(42) Cc1ccccc1NC(=O)/C(C#N)=C/c1ccccc1C(F)(F)F
(43) S=C1NC[C@H](CC2CCCCC2)N1CCCCC1CCCCC1
(44) Fc1c(F)c(F)c(NC2=NCCCCC2)c(F)c1F
(45) O=C(CCNC(=O)c1ccc(Br)cc1)Nc1ccccc1N1CCCCC1
(46) Cc1ccc2cc(CN(CCN(C)C)C(=O)Nc3ccc(Cl)cc3)c(=O)[nH]c2c1
(47) Cc1ccc(C(=O)NCCc2nnc3ccc(N4CCCC4)nn23)cc1
(48) COc1ccccc1CN1CC(C(=O)NCc2ccc(N3CCCC3=O)cc2)CCC1=O (centres undefined)
(49) COc1cccc(CNS(=O)(=O)c2cc3c(cc2C)NC(=O)CO3)c1
(50) CCn1c(=O)cc(O)c2c(=O)n(C)c(=O)n(C)c21
entry no.	41	42	43	44	45	46	47	48	49	50
Keap1-Nrf2 PPI	2	-12	-2	-2	0	0	-6	-7	-6	-6
Arrestin-AP2 inh	4	4	11	-3	1	4	-5	-7	2	-7
Cardiac RTF inh	-4	5	7	2	-6	-5	5	3	-4	3
MOR-DOR inv ag	11	-5	12	4	-34	-23	3	21	-2	9
Wnt bcat act	-3	-1	15	-1	-3	3	8	-2	-2	.
OPRM1-OPRD1 ag	-2.1	1.0	-2.0	-0.8	5.3	4.9	-0.9	-4.3	0.3	-1.6
RTF Ca sens act	10	-6	2	-9	1	2	3	2	3	-1
LANA DNA inh	1.4	-1.1	-1.0	1.3	0.4	-1.8	-2.4	-0.8	1.6	-1.2
DSG3 Ab inh	114	.	110	116	112	98	107	110	108	100
V-ATPase pH	-2	1	-1	2	-2	3	-4	3	5	0
